PolyA inh: inhibitors of polyadenylation in S. cerevisiae; calls only at 12 µM; AID 1875; S. cerevisiae SKY197-pL101 polyadenylation reporter, beta-gal luminescence; efflux-impaired pdr1/pdr3 knockout yeast; score 100 = 6 SD above DMSO; 300,000 compounds, 0.02% hits;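 active means lowest replicate activity score at least 50, where 100 means six control SD above control mean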;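 further: yeast exposed to compound for 9 h at 30 °C; higher score means more reporter readthrough which indicates perturbed polyadenylation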
KCNK3 inh: human KCNK3 channel inhibition, primary screen. 340,000 compounds, 0.84% hits. O14649. AID 602410. CHO-KCNK3 thallium flux, FluxOR fluorescence; active compounds read low. B-score at 10 µM;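 active means B-score under library mean minus 4 SD, starting fluorescence ratio at most library mean plus 5 SD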;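 further: more negative B-score means stronger inhibition of thallium flux through KCNK3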
Dyrk1A ADPGlo: blocks rat Dyrk1A kinase activity | Q63470 | inhibition, % at 12.5 µM | ADP-Glo luminescence, NFATc1 peptide | AID 504441 | 310,000 compounds, 0.43% hits; in the data active means inhibition above about 50%;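 further: plate controls were vehicle with enzyme for no effect and no enzyme for full effect; many of its hits are not listed in these tables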
GSK3B inh: human GSK3beta kinase inhibition; activity score (negative = inhibition), % at 10 µM; GST-GSK3beta kinase, ADP-Glo luminescence, 60 min; active compounds read low; 300,000 compounds, 0.038% hits;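 active means more than half of replicate wells score below -50%, meaning over 50% inhibition versus plate controls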;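 further: 0% = median DMSO wells and -100% = median GW8510 positive control wells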
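test system = GST-tagged human GSK3beta kinase, cell-free | reagent = 25 µM ATP with peptide substrate | dosing = one dose of 10 µM per compound | schedule = 60 min reaction, RT | detection = luminescent ADP-Glo measurement of ADP formed | control set = DMSO neutral wells and GW8510 at 20 µM as positive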
GSK3A inh: blocks human GSK-3 alpha kinase; inhibition, % at 10 µM; P49840; ADP-Glo luminescence, 60 min; 320,000 compounds, 0.1% hits; AID 2650;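 in the data active means inhibition above about 50%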;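 further: GST-tagged GSK-3 alpha with peptide substrate and 25 µM ATP; 0% = DMSO neutral wells and 100% = GW8510 positive control wells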
Target sequence (P49840 whole entry, looked up): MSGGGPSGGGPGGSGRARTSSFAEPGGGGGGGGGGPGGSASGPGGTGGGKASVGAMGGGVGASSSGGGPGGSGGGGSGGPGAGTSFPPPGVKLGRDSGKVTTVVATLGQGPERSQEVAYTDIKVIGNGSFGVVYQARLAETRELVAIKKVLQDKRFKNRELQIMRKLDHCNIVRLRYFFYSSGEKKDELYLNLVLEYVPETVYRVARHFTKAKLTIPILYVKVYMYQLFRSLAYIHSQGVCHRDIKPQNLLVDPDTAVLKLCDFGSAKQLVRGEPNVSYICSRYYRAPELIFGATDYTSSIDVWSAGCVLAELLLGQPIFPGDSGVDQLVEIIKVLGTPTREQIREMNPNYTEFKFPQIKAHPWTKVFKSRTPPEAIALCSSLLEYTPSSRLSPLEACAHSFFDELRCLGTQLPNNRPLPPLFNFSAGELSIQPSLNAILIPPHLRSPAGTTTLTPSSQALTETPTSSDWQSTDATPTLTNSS
RGS4 act: potentiators or activators of RGS4. HEK293 M3R/inducible RGS4, carbachol calcium flux Fluo4; active compounds read low. 310,000 compounds, 0.92% hits. B-score at 10 µM;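 active means B-score of the integrated calcium signal more than 4 SD below the library mean, with starting fluorescence not abnormally high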;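 further: negative B-score means reduced calcium response which marks RGS4 activation or potentiation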
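System: HEK293 FlpIn-TREx cells, stable M3R, doxycycline-inducible RGS4. Timing: overnight RGS4 induction, 30 min dye load 37 °C, 20 min compound RT. Also added: carbachol, ECmax concentration. Measured by: Fluo4 fluorescence kinetic imaging of calcium. Evaluation: integrated calcium ratio converted to B score.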
HDAC3 inh: blocks human histone deacetylase 3; recombinant HDAC3, fluorogenic peptide/trypsin coupled, fluorescence; AID 2718; O15379; inhibition, % at 8.3 µM; 320,000 compounds, 0.15% hits; in the data active means inhibition above about 26%, passing the limit was not always enough
KCNQ1 block: blocks the human KCNQ1 potassium channel; P51787; CHO-K1 KCNQ1, FluxOR thallium flux fluorescence; active compounds read high; B-score at 10 µM; 310,000 compounds, 1.3% hits; AID 2642;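 active means compounds whose thallium flux B-score, printed positive for inhibition, exceeds three library SD while starting fluorescence stays within three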;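 further: channel opened by potassium depolarization with thallium stimulus after 20 min compound exposure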
hERG protect: shields human hERG channel from block by proarrhythmic agents; Q12809; CHO-hERG, FluxOR thallium flux, dofetilide IC70 present; activation (rescue from dofetilide block), less the hit threshold, % at 10 µM; 310,000 compounds, 0.51% hits; AID 1511;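 active means activation above the mean of controls blocked by dofetilide plus 5 SD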;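 further: thallium influx through hERG after potassium depolarization seen as dye fluorescence rise; in these data hits start at about 4.7%; inactives centre near -7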
KCNK9 block: blocks the human KCNK9 two-pore domain potassium channel; 310,000 compounds, 1.2% hits; B-score at 10 µM; HEK293 KCNK9, FluxOR thallium flux fluorescence; active compounds read low; AID 488922;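 active means ratio B-score over 3 SD below the library mean, with starting fluorescence within 5 SD of its mean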;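 further: negative B-score means less thallium flux so channel inhibition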
Target sequence (Q9NPC2 whole entry, looked up, the tested form may be a part): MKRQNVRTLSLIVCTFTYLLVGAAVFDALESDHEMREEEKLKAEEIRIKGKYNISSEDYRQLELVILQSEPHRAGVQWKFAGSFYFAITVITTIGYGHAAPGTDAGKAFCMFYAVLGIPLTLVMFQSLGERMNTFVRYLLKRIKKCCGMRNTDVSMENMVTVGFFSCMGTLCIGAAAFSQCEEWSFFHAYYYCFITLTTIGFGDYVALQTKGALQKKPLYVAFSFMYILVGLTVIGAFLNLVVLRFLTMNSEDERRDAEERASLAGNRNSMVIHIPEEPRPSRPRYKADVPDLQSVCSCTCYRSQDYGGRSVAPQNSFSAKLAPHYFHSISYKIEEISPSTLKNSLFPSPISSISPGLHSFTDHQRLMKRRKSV
KCNQ1 act: potentiators or activators of human KCNQ1 potassium channel; P51787; CHO-K1 KCNQ1, thallium flux FluxOR fluorescence; active compounds read high; B-score at 10 µM; 310,000 compounds, 0.35% hits;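 active means fluorescence ratio B-score, a plate-corrected score, at least three library SD, with initial intensity B-score within 5 SD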
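Assay system: stable KCNQ1 CHO-K1 line; medium: assay buffer, equal DMSO in all wells; timing: 90 min dye loading and 20 min compound exposure, both at room temperature; technique: kinetic FluxOR thallium fluorescence, 10-s 1-Hz baseline, 110-s post-stimulus read; read-out basis: B score of baseline-normalized fluorescence ratio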
Active calls of the source: *; i = inactive; . = no result given. Only part of the results is shown, so the mix of outcomes need not match the whole.

structure,PolyA inh,KCNK3 inh,Dyrk1A ADPGlo,GSK3B inh,GSK3A inh,RGS4 act,HDAC3 inh,KCNQ1 block,hERG protect,KCNK9 block,KCNQ1 act
CCn1c(=O)n(CC(=O)Nc2cc(OC)ccc2OC)c(=O)c2ccccc21,i,i,-6.2,-6.3,-2.6,i,1.6,i,-0.8,i,i
Clc1ccc(OCCOCCN2CCc3ccccc3C2)c(Cl)c1,i,i,-4.2,3.0,2.2,i,-2.4,i,-18.2,i,i
COC(=O)C[C@H]1c2cc(F)ccc2S(=O)(=O)N1c1ccc(N(C)C)cc1,i,i,8.3,0.8,2.5,i,-7.0,i,-14.8,i,i
NC(=O)C1=C[C@@H](c2ccc(C(F)(F)F)cc2)C[C@@H](OCc2ccc(CO)cc2)O1,i,i,-1.9,0.7,-4.9,i,-0.7,i,-12.2,i,i
O=C(O)CSCCCC(=O)Nc1ccc(Br)cc1,i,i,0.0,1.8,-0.7,i,7.0,i,-6.4,i,i
CCCC(=O)NC(=S)Nc1cccc(Cl)c1N1CCCCC1,i,i,8.4,-2.7,4.3,-8.91*,5.6,i,-6.8,i,i
Cc1ccc(C(=O)c2cc([N+](=O)[O-])ccc2N2CCCCC2)c(C)c1,i,i,-5.1,-2.1,0.2,i,-2.0,i,-4.1,-7.46*,i
CCN(CC)CCCN1C(=O)c2oc3ccccc3c(=O)c2C1c1cc(OC)ccc1OC (stereo unspecified),i,i,-1.1,-0.9,-2.8,i,-7.0,i,-8.0,i,i
Cc1cc(C)cc(NC(=O)C2C3C=CC4(O3)C2C(=O)N(CCCN2CCCC2)C4C(=O)NC2CCCC(C)C2C)c1 (stereo unspecified),i,i,0.5,0.4,2.5,i,1.6,i,-6.9,i,i
CCn1cc(-c2cc(C(=O)O)c3ccccc3n2)c(C)n1,i,i,-6.0,5.1,-3.7,i,-27.9,i,0.8,i,i
CCOC(=O)Cc1cc(=O)[nH]c(/N=C(\N)Nc2ccc(OC)cc2)n1,i,i,-2.7,1.5,-4.1,i,4.4,i,-10.8,i,i
CN(C)c1ccc(C(CNS(=O)(=O)c2ccc3ccccc3c2)c2c[nH]c3ccccc23)cc1 (stereo unspecified),i,i,-3.9,-0.1,1.3,i,-2.7,i,-2.8,i,i
Cc1ccc(NC(=O)CN(C)Cc2c(O)ccc3ccccc23)cc1,i,.,.,0.9,-0.6,i,-3.9,i,-1.2,i,i
CCOC(=O)c1ccc(NC(=S)N(CCCN2CCCCCC2)Cc2ccco2)cc1,i,i,-1.8,1.1,-1.4,i,-1.4,i,-15.0,i,i
Fc1ccccc1Cc1noc(CN2CCN(Cc3ccc4c(c3)OCO4)CC2)n1,i,i,3.2,-4.4,-2.5,i,-0.8,i,-13.9,i,i
CCc1cccc2c(C=C(C#N)C#N)cn(CC(=O)N3CCCC3)c12,i,i,1.5,0.2,-1.1,i,-1.3,i,-4.5,i,i
Cc1ccc(C)c(CNC(=O)Nc2ccccc2)c1,i,i,-4.4,2.2,-0.9,i,10.4,i,-5.8,i,i
CC(C)CCCN1CCN=C1N(C)C,i,i,-5.5,-0.1,-2.8,i,-6.6,i,-1.7,i,i
CC(C)CN(CCCNC(=O)CC1Oc2ccccc2NC1=O)CC(C)C (stereo unspecified),i,i,-9.8,-1.5,-0.1,i,-11.2,i,-7.9,i,i
CCc1nc2ccccc2[nH]c1=O,i,i,-6.6,-0.7,-3.1,i,-5.0,i,-9.3,i,i
Cc1cc(-c2nc3ccccc3[nH]2)ccc1N,i,i,14.7,-1.4,-4.3,i,-89.5,i,-13.4,i,i
Cc1ccc(N(C)C(=O)N2CCN(S(=O)(=O)c3ccc(C)cc3)CC2)cc1,i,i,6.3,0.0,1.9,i,5.8,i,-8.6,i,i
CCC1C(=O)NCCN1C(=O)c1ccccc1OC1CCN(S(C)(=O)=O)CC1 (stereo unspecified),i,i,0.0,1.5,-1.1,i,-1.7,i,2.3,i,i
O=C(c1ccc(S(=O)(=O)Cc2ccccc2F)c([N+](=O)[O-])c1)N1CCCC1,i,i,-4.9,-5.3,0.2,i,-7.2,i,-8.6,i,i
CCc1cccc2c1NC(=O)C21OCCO1,i,i,-2.9,-5.8,-0.7,i,3.1,i,-6.3,i,i

Whole records from above. Values in the order: PolyA inh, KCNK3 inh, Dyrk1A ADPGlo, GSK3B inh, GSK3A inh, RGS4 act, HDAC3 inh, KCNQ1 block, hERG protect, KCNK9 block, KCNQ1 act
CN(C)c1ccc(C(CNS(=O)(=O)c2ccc3ccccc3c2)c2c[nH]c3ccccc23)cc1 (stereo unspecified) as listed: i, i, -3.9, -0.1, 1.3, i, -2.7, i, -2.8, i, i
Cc1cc(C)cc(NC(=O)C2C3C=CC4(O3)C2C(=O)N(CCCN2CCCC2)C4C(=O)NC2CCCC(C)C2C)c1 (stereo unspecified) as listed: i, i, 0.5, 0.4, 2.5, i, 1.6, i, -6.9, i, i
CCc1cccc2c(C=C(C#N)C#N)cn(CC(=O)N3CCCC3)c12 as listed: i, i, 1.5, 0.2, -1.1, i, -1.3, i, -4.5, i, i

Continued.
structure,PolyA inh,KCNK3 inh,Dyrk1A ADPGlo,GSK3B inh,GSK3A inh,RGS4 act,HDAC3 inh,KCNQ1 block,hERG protect,KCNK9 block,KCNQ1 act
O=C(Nc1cc(C(F)(F)F)ccc1Cl)c1cccc(N2C(=O)CCC2=O)c1,i,i,0.3,0.7,-1.9,i,3.0,i,-6.0,i,i
OCCNc1cc(Cl)ncn1,i,i,-1.5,4.1,-0.7,i,-0.7,i,4.0,i,i
CC1CCc2sc(C(=O)Nc3nnc(SCc4ccc(F)cc4)s3)cc2C1 (stereo unspecified),i,i,-0.2,2.7,-0.6,i,-1.5,i,-7.9,i,i
COC(=O)c1ccccc1NCc1cc(=O)oc2cc(O)c(O)cc12,i,i,-4.7,3.8,0.1,i,-47.5,i,-6.2,i,i
COc1ccccc1C(=O)N/N=C(\C)CC(=O)Nc1ccccn1,i,i,-4.2,-6.4,1.7,i,-6.2,i,-5.7,i,i
COc1ccc(N2CCN(C(=O)c3ccc(NS(=O)(=O)c4ccc(F)c(F)c4)cc3)CC2)cc1,i,i,-7.1,3.4,.,i,-1.4,i,-21.0,i,i
COc1ccc(NC(C)=O)cc1NC(=O)CN1CCN(CC(=O)Nc2ccccc2Cl)CC1,i,i,3.6,2.5,3.0,i,-4.6,i,-8.4,i,i
CCn1cc(CNC(=S)Nc2cccc3ccccc23)cn1,i,i,-4.4,1.2,-1.3,i,1.9,i,-9.5,i,i
O=C(NC(c1ccccc1)c1ccccn1)c1cccc([N+](=O)[O-])c1 (stereo unspecified),i,i,-1.3,-2.1,-0.7,i,-8.5,i,-9.4,i,i
O=C(C1CC(c2ccccc2O)=NO1)N1CCc2ccccc2C1 (stereo unspecified),i,-9*,2.0,2.3,3.0,i,1.4,i,-2.8,i,i
COc1ccccc1CNC(=O)C1Cc2cc(S(=O)(=O)N3CCCCC3)ccc2N1C(C)=O (stereo unspecified),i,i,-0.4,1.1,-11.7,i,1.3,i,-8.6,i,i
COc1ccc(NC(=O)Cn2nnc(C(=O)NCCc3ccccc3)c2N)c(OC)c1,i,i,-1.6,1.9,-0.7,i,-6.7,i,-4.5,i,i
COC(=O)Cc1ccc(NC(=S)NCc2cccc(OC)c2)cc1,i,i,-3.7,-0.3,0.0,i,-4.8,i,-11.7,i,i
Cn1cc(Br)c(C(=O)N/N=C/c2cc3c(cc2Cl)OCO3)n1,i,i,-1.1,3.3,.,i,.,i,-4.8,i,i
COc1ccc(CNCc2ccc(F)cc2)c(OC)c1,i,i,4.2,-0.9,-0.4,i,-11.0,i,-4.6,i,i
C(=N\N1CCN(Cc2ccccc2)CC1)/c1ccccc1,i,i,9.1,4.9,-2.6,i,.,i,-6.1,i,i
NS(=O)(=O)c1ccc(CCNC(=O)COC(=O)CC(c2ccccc2)c2ccccc2)cc1,i,i,3.7,-4.8,-1.8,i,1.8,i,-10.6,i,i
C=CCCC(=O)N1CCC(n2nccc2NC(=O)CCCc2ccccc2)CC1,i,i,-0.2,4.0,-2.3,i,-0.9,i,-6.5,i,i
CC(C)NC(=O)c1c(O)c2ccccc2[nH]c1=O,i,i,-1.4,-0.3,-0.9,i,-1.4,i,-5.4,i,i
NC(=O)c1cccn1Cc1ccccc1Cl,i,i,-3.8,1.9,0.9,i,11.2,i,-12.9,i,i
NC1=NC(=O)S/C1=C\c1ccc(F)cc1,i,i,1.6,1.9,0.5,i,-2.3,i,-7.4,i,i
O=C(Nc1ccc(C(=O)c2ccccc2)cc1)c1ccccc1,i,i,2.8,-2.2,-0.8,i,-0.5,i,-6.2,i,i
Cn1nc(C(F)(F)F)c2cc(C(=O)N3CCOCC3)sc21,i,i,2.6,1.6,0.0,i,-1.7,i,-20.0,i,i
Cc1ccc([N+](=O)[O-])cc1-c1ccc(/C=C(\C#N)c2[nH]nc(N)c2C#N)o1,.,i,13.5,.,-1.7,i,5.4,i,-22.4,i,i
O=C1C=C(Nc2ccccc2)c2ccccc2C1=O,i,i,2.5,-2.1,.,i,.,i,-4.6,i,i
O=C(CSc1ccc(F)cc1)Nc1ccc(C2SCCS2)cc1,i,i,-4.0,-2.0,-2.9,i,2.0,i,-5.3,i,i
CC1CCCC(C)N1C(=O)COC(=O)c1cc(-c2cccs2)nn1-c1ccccc1 (stereo unspecified),i,i,-5.0,1.1,-1.1,i,3.8,i,-15.2,i,i
CCOC(=O)c1c(C)[nH]c(C)c1S(=O)(=O)N1CCCCC1,i,i,-5.5,2.1,0.0,i,-6.0,i,2.5,i,i

Bioassay records from PubChem.
